# Source: PubChem BioAssay (several laboratories)
# PERK inh: block of dimerizer-induced PERK translation repression, primary screen, PERK inhibitor project, CHO PERK-DD cells, SEAP luminescence, HTS. inhibition, % at 5.6 µM. CHO PERK-DD fusion, SEAP luminescence translation reporter. AID 1416, 2008. Eukaryotic translation initiation factor 2-alpha kinase 3 (Homo sapiens), Q9NZJ5. 220,000 tested, 0.17% active;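 active means inhibition above the mean inhibition of all tested compounds plus 3 SD, set separately per screening campaign, cut at about 2.9% in these data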;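 further: PERK kinase domain activated by AP20187 dimerizer at 100 nM; 0% = DMSO with dimerizer and 100% = rapamycin at 8.4 µM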
# BaF3 tox: parental Ba/F3 cell viability inhibition, counter-screen for JAK2V617F inhibitor project, murine pro-B, CellTiter-Glo luminescence; CellTiter-Glo ATP luminescence; 220,000 tested, 1.1% active; AID 1486, 2009; inhibition, % at 5.6 µM;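 active means inhibition above a per-campaign cutoff, the mean inhibition of all tested compounds plus 3 SD, cut at about 27% in these data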;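 further: 0% = DMSO wells and 100% = JAK Inhibitor I control wells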
# S1P4 agonist: S1P4 receptor agonists, primary screen, cell-based | Sphingosine 1-phosphate receptor 4 (Homo sapiens), O95977 | S1P4-expressing cell line, agonist reporter assay | activation, % at 4.98 µM | 220,000 tested, 0.35% active; in the data active means activation above about 11%;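 further: 0% = DMSO vehicle and 100% = reference agonist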
# Target sequence (O95977 whole entry, looked up): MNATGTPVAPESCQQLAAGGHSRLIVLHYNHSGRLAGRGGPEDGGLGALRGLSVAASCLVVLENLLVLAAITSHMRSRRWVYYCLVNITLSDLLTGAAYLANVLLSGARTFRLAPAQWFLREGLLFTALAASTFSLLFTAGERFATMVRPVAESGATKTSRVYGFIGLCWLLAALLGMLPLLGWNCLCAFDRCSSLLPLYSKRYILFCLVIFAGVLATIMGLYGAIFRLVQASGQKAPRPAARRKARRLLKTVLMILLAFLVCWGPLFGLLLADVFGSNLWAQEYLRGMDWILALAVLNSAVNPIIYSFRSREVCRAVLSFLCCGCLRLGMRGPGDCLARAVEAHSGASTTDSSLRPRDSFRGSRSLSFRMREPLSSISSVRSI
# Ba/F3 V617F tox: reduced viability of JAK2V617F-dependent Ba/F3 cells, primary screen, JAK2V617F inhibitor project, cell-based, Ba/F3 EpoR-JAK2V617F, luminescence; ATP luminescence; inhibition, % at 5.6 µM; 220,000 tested, 1.1% active;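 active means inhibition above the campaign mean plus 3 SD over all tested compounds, cut at about 24% in these data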;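 further: cytokine-independent growth of Ba/F3 cells driven by EpoR plus mutant JAK2; 0% = DMSO-treated cells and 100% = JAK inhibitor I control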
# zfTRPN1 agonist: zebrafish TRPN1 channel agonists, primary screen, cell-based, HEK293, calcium fluorescence | activation, % at 3 µM | 220,000 tested, 0.18% active | transient receptor potential cation channel N1 (TRPN1/NompC), Danio rerio | HEK293 zebrafish TRPN1-YFP, Fluo-8 calcium fluorescence; 100% = response to 87 µM carbachol | AID 1424, 2008;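 active means activation above its plate's cutoff, the mean activation of test wells on that plate plus 3 SD, cut at about 19% in these data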;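 further: 0% = DMSO alone and 100% = 87 µM carbachol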
#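 Assay system: Zebrafish TRPN1-YFP in HEK293 cells | Incubation: Dye loading 1 h at 37 °C, then 30 min room temperature | Measured by: Kinetic Fluo-8 fluorescence, ex 470-495, em 515-575 nm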
# S1P4 antag: S1P4 receptor antagonists, primary screen, cell-based; Sphingosine 1-phosphate receptor 4 (Homo sapiens), O95977; S1P4-expressing cells, antagonist mode, reporter read-out; inhibition, % at 4.98 µM; 220,000 tested, 0.26% active; AID 1510, 2009; in the data active means inhibition above about 29%;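 further: 0% = wells stimulated with agonist and 100% = vehicle wells without agonist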
# TRPML3 ag: human TRPML3 channel agonists, primary screen, cell-based, HEK293 TRPML3-YFP, Fluo-8 calcium fluorescence, 3 µM. 220,000 tested, 0.29% active. Mucolipin-3 (Homo sapiens), Q8TDD5. AID 1448, 2008. 100% = the carbachol control signal. activation, % at 3 µM;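 active means activation above its plate's cutoff, the mean activation of the plate's test wells plus 3 SD, cut at about 12% in these data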;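 further: 0% = DMSO only wells and 100% = carbachol wells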
# Target sequence (Q8TDD5 whole entry, looked up): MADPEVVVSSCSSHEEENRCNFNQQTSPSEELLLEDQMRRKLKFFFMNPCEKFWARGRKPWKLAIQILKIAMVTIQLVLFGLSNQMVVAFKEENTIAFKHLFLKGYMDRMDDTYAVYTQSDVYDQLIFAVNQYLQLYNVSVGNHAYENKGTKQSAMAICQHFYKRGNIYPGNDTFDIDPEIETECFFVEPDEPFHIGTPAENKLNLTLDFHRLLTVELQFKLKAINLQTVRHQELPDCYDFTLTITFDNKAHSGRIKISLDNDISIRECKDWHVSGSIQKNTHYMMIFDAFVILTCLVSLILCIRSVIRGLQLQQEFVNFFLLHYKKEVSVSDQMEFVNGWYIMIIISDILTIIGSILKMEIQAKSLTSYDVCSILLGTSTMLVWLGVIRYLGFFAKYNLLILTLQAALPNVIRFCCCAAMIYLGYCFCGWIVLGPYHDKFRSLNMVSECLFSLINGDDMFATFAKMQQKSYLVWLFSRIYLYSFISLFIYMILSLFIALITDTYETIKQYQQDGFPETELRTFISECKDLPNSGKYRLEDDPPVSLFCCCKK
#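 Test system – HEK293 line with stable expression of human TRPML3-YFP channel · Control set – carbachol 87 µM final as high control (100%), DMSO as low control (0%) · Signal – Fluo-8 calcium dye fluorescence, ex 470-495, em 515-575 nm · Incubation – 1-h 37 °C dye load, 5-s basal, 120-s post-compound reads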
# EP2 modulator: EP2 receptor modulators, cAMP readout, primary screen, cell-based, HTRF cAMP, PGE2 stimulation | AID 940, 2007 | induction, % at 25 µM | 260,000 tested, 0.83% active | Prostaglandin E2 receptor EP2 subtype (Homo sapiens), P43116 | EP2-expressing cells, cAMP HTRF FRET, PGE2 co-stimulation;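 active means compounds whose cAMP rise, as percent of the full-agonist control response, exceeds 60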;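 further: rat C6 glioma line stably carrying human EP2 under a CMV promoter; the protocol text gives 20 µM as final concentration; 100% = response of wells given 1 µM PGE2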
# Calpain2 inh: inhibitors of pig calpain II, primary screen, biochemical, fluorogenic peptide substrate, 1536-well; purified calpain II, 30 min; inhibition, % at 16 µM; 220,000 tested, 0.37% active;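 active means inhibition above about 50%, limit read from the data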
# * hit, by the source's call.
# Results follow in this order: BaF3 tox	Ba/F3 V617F tox	Calpain2 inh	S1P4 agonist	zfTRPN1 agonist	TRPML3 ag	S1P4 antag	PERK inh	EP2 modulator
O=c1cc2n(c(=O)[nH]1)CCC1=C2CCCC1
→ 10	4	-38	0.5	0.9	0.4	2	-1.1	-1
COc1ccc(C2CC(=O)C=C(NC3CCCC3)C2)cc1 (stereo not given)
→ 5	-4	-17	0.7	0.6	-0.1	-7	0.6	21
CN(Cc1cnn(C)c1)Cc1nc(-c2ccc(Cl)cc2)no1
→ 5	2	3	1.2	0.8	1.4	-8	1.1	-34
Cc1ccc(Cn2c(CN3CC(C)OC(C)C3)nc3c2c(=O)n(C)c(=O)n3C)cc1 (stereo not given)
→ 10	-2	-1	-0.4	1.9	0.8	-6	-0.3	-4
CC1=C/C(=N\NC(=S)NCCc2ccccc2)CC(C)(C)C1
→ 13	0	37	-0.1	-1.3	-0.2	-2	0.3	12
COc1ccc(N2CCN(Cc3nc(N)nc(Nc4ccc(C)c(Cl)c4)n3)CC2)cc1
→ 6	-2	-5	0.8	-0.6	1.0	1	-1.0	-59
O=C(N/N=C/c1ccc2ccccc2c1)c1ccc(COc2ccc3c(c2)CCC3)o1
→ 0	-2	-234	0.6	-1.1	0.0	-19	-0.1	-48
OCCNCCCOc1cc(Cl)ccc1Cl
→ 5	0	-25	1.9	0.0	0.9	2	0.2	-29
CC(=O)Nc1cc(C)nn1-c1nc2ccccc2s1
→ 3	-1	-31	-0.9	-0.3	0.2	-9	-0.1	-8
O=C(Nc1ccc(-c2nc3ccccc3o2)cc1)c1ccc(N2C(=O)C3C4C=CC(C4)C3C2=O)cc1 (stereo not given)
→ 5	4	-408	1.2	6.8	3.4	-12	-1.4	-6
CC(C)NC(=O)Cn1c(SCC(=O)c2ccc(F)cc2)nc2ccccc21
→ 1	-2	-15	-0.6	0.9	0.8	-18	0.0	-13
O=C(CCC(=O)c1ccc(Br)cc1)Nc1cccnc1
→ 4	-2	-20	0.9	-1.0	0.6	18	0.7	5
Cc1ccc(C)c2c(N)c3c(nc12)CCCCC3 (tested in a mixture with another compound)
→ 5	0	-10	0.0	0.2	0.6	-8	1.1	28
Cc1nn(Cc2ccc(Cl)cc2)c(C)c1NC(=O)c1cc(-c2ccc3c(c2)OCO3)on1
→ 9	1	-39	1.1	0.3	1.0	10	0.0	-31
CC(C)(C)/C(O)=C/c1nc2ccccc2oc1=O
→ 10	2	3	-0.3	1.2	-0.2	22	1.1	12
COc1ccc(C2C=C(C)Nc3nc4ccccc4n32)cc1 (stereo not given)
→ 3	-5	-288	0.7	-1.8	0.3	11	0.1	5
CCCCCCSc1nc2c(c(=O)[nH]c(=O)n2C)n1C
→ 5	-1	10	0.1	-0.2	0.4	-11	0.8	64*
O=C(O)C1Cc2ccccc2CN1C(=O)c1ccccc1Cl (stereo not given)
→ 6	1	7	-1.1	-0.1	0.9	4	0.4	19
Clc1cccc(Nc2nc(-c3ccncc3)nc3ccccc23)c1
→ 0	-3	-116	-0.8	-0.2	0.3	22	-0.8	7
COc1ccccc1CNCc1cccs1
→ 4	1	-20	0.5	-1.2	0.2	-8	0.1	5

# The list continues:
# Results follow in this order: BaF3 tox	Ba/F3 V617F tox	Calpain2 inh	S1P4 agonist	zfTRPN1 agonist	TRPML3 ag	S1P4 antag	PERK inh	EP2 modulator
CC(C)CN(CC(C)C)C(=O)Nc1ccc(F)cc1F
→ 3	-4	14	-1.9	-1.1	0.7	-15	0.3	13
CCCc1c(C(=O)NNc2ccccc2OC)cnn1-c1ccccc1
→ -4	-1	21	-2.0	-2.7	-0.4	14	1.1	16
CC1(C)C(c2ccccc2)=NC(c2ccccc2)N1O (stereo not given)
→ 3	0	-1	-1.0	-1.0	-0.2	-22	-1.0	41
Cc1ccc(CCN=c2c([N+](=O)[O-])nn(-c3ccccc3)n2O)cc1
→ 3	-2	-8	3.8	0.0	-0.1	-13	1.5	20
COc1ccc(NC(=O)CCN2C(=O)c3ccccc3S2(=O)=O)c(OC)c1
→ 6	5	6	1.2	0.2	0.2	-23	-0.1	-40
c1ccc(CCCNc2ncnc3nc[nH]c23)cc1
→ 8	-1	5	-0.1	2.0	1.4	3	1.3	-29
Cc1ccc(NC(=O)CS(=O)CC(=O)N(CC(=O)NC2CCCC2)c2ccc3c(c2)OCCO3)cc1 (stereo not given)
→ 0	-2	8	0.8	0.8	-0.8	-2	1.6	-12
O=C(CNS(=O)(=O)c1ccc(F)cc1)Nc1ccc(C(F)(F)F)cc1
→ 7	0	5	-1.4	0.5	1.3	7	0.3	-33
CCn1c(C(=O)N2CCCC(C(=O)NCCc3ccc(C)cc3)C2)cc2sccc21 (stereo not given)
→ 5	4	13	0.3	3.1	0.1	-3	-0.8	-53
CCOC(=O)C1(Cc2ccc(Cl)cc2)CCN(Cc2cn(CC)nc2C)CC1
→ 3	-2	-21	0.0	3.3	1.5	0	-1.4	10
O=C(Cc1ccccc1)N1CCN(C(=O)c2cccs2)CC1
→ 4	-1	-6	-2.4	0.9	0.5	12	1.1	8
Cc1cc(NCc2ccncc2)ccc1Br
→ 6	1	12	0.1	-0.3	0.0	-8	0.1	-61
O=C(N/N=C/c1ccc(F)cc1)c1ccc(OCc2ccccc2)cc1
→ 49*	4	-306	-1.5	-1.2	1.0	-13	0.5	-26
CC1CCCN(C(=O)CCCn2c(=S)[nH]c3ccccc3c2=O)C1 (stereo not given)
→ 1	-4	9	1.4	0.3	0.6	-10	-0.7	-29
CCCN(CCC)Cc1cc(=O)oc2cc3c(cc12)CCC3
→ -1	-1	1	-1.8	-3.1	-0.9	3	0.3	28
COc1ccnc(Oc2ccccc2)c1-c1ncn[nH]1
→ 6	-1	-15	0.1	0.5	0.8	7	1.1	-7
Cc1cccc2cc(COC(=O)c3ccccc3)c(=O)[nH]c12
→ 1	0	-42	0.2	0.0	-0.2	-2	1.6	-22
CN(CC(=O)Nc1nc2ccccc2s1)S(=O)(=O)c1ccc(Br)cc1
→ 1	-2	1	-2.0	1.4	0.3	7	-0.8	-49
Cc1cccc2c(CC(=O)O)noc12
→ 1	-4	11	0.0	-0.5	0.2	-8	1.4	2
O=C(Cn1ncc2c(=O)oc3ccccc3c21)Nc1nc2ccccc2s1
→ 1	-3	-7	3.5	0.9	0.9	5	0.9	-2

# (continued)
# Results follow in this order: BaF3 tox	Ba/F3 V617F tox	Calpain2 inh	S1P4 agonist	zfTRPN1 agonist	TRPML3 ag	S1P4 antag	PERK inh	EP2 modulator
C=CCn1c(COc2ccccc2)nnc1SCC(=O)NCC(=O)OCC
→ 2	1	1	-0.9	0.1	0.9	1	0.1	5
O=[n+]1c2c(n([O-])c3ccccc31)CCC2
→ 2	0	-37	1.6	-0.2	0.7	-5	-0.2	15
C=C(C)CNC(=S)N/N=C(\C)c1cccc(NC(C)=O)c1
→ 2	5	17	0.6	1.9	0.3	-8	0.5	-66
COCCN(CCOC)c1nc(S(=O)(=O)c2ccc(C)cc2)c(Cl)s1
→ 6	0	2	-1.2	-0.1	0.3	11	-0.7	35
Cc1ccc(Nc2ccc(C(=O)NC3CCCCC3)cn2)cc1
→ -6	-2	-9	0.4	-0.7	-0.7	-4	0.0	-3
CN(Cc1ccccc1)C(=O)CNC(=O)Cn1cnc2ccccc2c1=O
→ 1	-4	-4	0.3	-0.4	0.2	3	0.3	27
CC(=O)c1c(C)[nH]c(C(=O)Nc2nc(-c3ccc(Cl)cc3)cs2)c1C
→ 3	-3	-32	1.4	0.5	0.8	6	-0.1	-52
CC(C(=O)O)N(C(=O)c1ccccc1)c1ccc(F)cc1 (stereo not given)
→ 7	1	-9	-0.6	1.2	1.6	-7	0.8	0
COc1ccc(N(C(=O)c2cccnc2)S(=O)(=O)c2cccs2)cc1
→ 4	3	-13	-0.3	-0.4	0.1	15	1.0	2
O=C(Nc1ccc(C(=O)O)cc1)Nc1cccc([N+](=O)[O-])c1
→ 8	-1	-15	4.9	1.3	0.3	-7	1.0	-42
CC(C)C(C(=O)NCC1CCCO1)N(Cc1ccco1)C(=O)CNS(=O)(=O)c1ccc(F)cc1 (stereo not given)
→ 0	-2	-9	2.7	1.0	-0.5	-13	-0.7	4
CCn1c(SCC(=O)Nc2ccc(OC)cc2)nc2nc3c(cc2c1=O)CCCC3
→ 1	3	-16	-0.8	-1.5	-1.2	-10	0.1	8
O=C(NC1(C(F)(F)F)NC(=O)N(CCc2ccccc2)C1=O)C1CC1 (stereo not given)
→ 7	-1	0	-1.8	0.3	-0.3	1	0.6	16
Cc1ccc(CNC(=O)C23CN(Cc4ccccc4)CC2C(c2ccc([N+](=O)[O-])cc2)=NO3)o1 (stereo not given)
→ 6	0	2	1.6	-0.7	-0.8	1	-1.0	38
CCSc1nc(N2CCOCC2)c2c(c1C#N)CCCC2
→ 3	-2	-2	1.9	-0.8	-0.4	-9	0.1	50
Cc1cc(Nc2cccc(C(F)(F)F)c2)n2nc(C)nc2n1
→ 1	-3	17	-0.3	-2.3	0.2	-6	-1.4	-8
Cc1cc(NC(=O)CSCc2nc(-c3cccc(Cl)c3)oc2C)no1
→ 3	-2	-3	1.3	-2.8	0.6	3	-0.8	-23
